From PubChem
Dicer processing = blocks human Dicer maturation of pre-miR-21; Q9UPY3; cat-ELCCA pre-miR-21 Dicer processing, chemiluminescence; stronger effect = higher value; z-score at 25 µM; 47,000 compounds, 6% hits; AID 1347074; in the data active = z-score above about 3, passing the limit was not always enough;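 also: plate controls were vehicle for no effect and no enzyme for full effect; higher signal means more uncleaved substrate so more Dicer inhibition; strong numbers were not always called active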
* = called active by the depositor; & = joins results of further samples. An excerpt, so the mix of outcomes need not match the whole.

SMILES	Dicer processing
CC(=O)O[C@@H]1OC[C@@H](OC(C)=O)[C@H](OC(C)=O)[C@H]1OC(C)=O	50.7
CCCCOCC1CC2(CC(C)(c3csc(Nc4ccccc4Cl)n3)OC2=O)C(=O)O1 (configuration not stated)	0.26
Cc1nc(C(=O)Nc2ccc(Cl)cc2)sc1C(=O)Nc1ccc(Cl)cc1	0.59
CCCN1C(=O)C2(/C(=C(/O)c3ccc(OCC)cc3)C(=O)C(=O)N2CCN(C)C)c2ccccc21 (configuration not stated)	50.8
CCOc1ccc(C2C(C(=O)OCCSCC)=C(C)NC3=C2C(=O)CCC3)cc1 (configuration not stated)	0.51
Clc1ccc(C2C=C(c3ccccc3)Nc3ncnn32)cc1 (configuration not stated)	-2.08
COC(=O)c1cnn(-c2ccccc2)c1/C=N/NC(=S)Nc1ccccc1	0.95
COc1ccc(Oc2c([N+](=O)[O-])c(C)nn2C)cc1	-1.52
CCOC(=O)c1cnc(SCC(=O)c2cc(Cl)c(Cl)s2)nc1N	-1.51
Cc1nn2cc(-c3ccccc3)cc2c2c(C)n(Cc3ccccc3)c(C)c12	-2.34
CC(C)(C)c1ccc(-c2cc3nc(-c4ccccc4)cc(=O)n3[nH]2)cc1	-3
Cc1ccc2c(c1)nnn2CNc1ccc(OC(F)(F)F)cc1	2.6
COc1cccc(-c2ccnc3[nH]n(-c4ccccc4)c(=O)c23)c1	-0.82
CSc1sc(C(=O)Nc2cccc(Cl)c2)cc1-c1nc(-c2ccc(Cl)cc2)cs1	-0.35
c1ccc(Cc2nnc3sc(-c4ccco4)nn23)cc1	-0.3
Cc1cc(Cl)ccc1N=C(C#N)C1=C(O)c2ccccc2C1=O	4.78*
CCOC(=O)N1CCN(c2ncc3c(n2)CC(c2ccc(Cl)cc2)CC3=O)CC1 (configuration not stated)	0.22
COc1ccc(C2Nc3ccccc3-n3cccc32)cc1 (configuration not stated)	0.96
Cc1nc(C)c(-c2cnc(NS(=O)(=O)c3cc(C(F)(F)F)cc(C(F)(F)F)c3)nc2)s1	-0.23
CCN(/C=C/c1nnnn1-c1ccc(Br)cc1)CC	-0.37
Cc1nn(-c2ccccc2)c2sc(C(=O)Nc3c(C)n(C)n(-c4ccccc4)c3=O)cc12	0.17
Cc1ccc(Nc2nc(-c3ccc(F)c(F)c3)cs2)c(C)c1	-0.38
CNc1ccccc1C(=O)NCc1cccs1	-0.62
O=c1oc(Nc2ccccc2)nc2ccccc12	3.56*
CCN1CCN(C(=O)CN2C(=O)c3cccc4cccc2c34)CC1	0.55
O=C(CC1SCCNC1=O)Nc1ccc(Br)cc1 (configuration not stated)	-0.4
COc1ccccc1C1NC(=O)C(=O)/C1=C(\O)c1ccc(Br)cc1 (configuration not stated)	1.3
NC(=S)N/N=C/c1ccc2c(c1)OCO2	2.1
S=C(Nc1ccccc1Cl)N1CCc2ccccc2C1	-0.33
CC12CCC(C1)C(C)(C)C2NS(=O)(=O)c1cc(Cl)c(Cl)cc1Cl (configuration not stated)	-0.29
Cc1ccc2ncnc(NC(CC(C)C)C(=O)O)c2c1 (configuration not stated)	-0.97
CCOC(=O)N1CCC(=C2c3ccc(Cl)cc3CCc3cccnc32)CC1	0.86
Nc1nc2nc3c(c(-c4ccccc4)c2c(=O)[nH]1)C(=O)c1ccccc1-3	-0.08
Cc1cc(OS(=O)(=O)c2ccc(Cl)c(Cl)c2)n(-c2ccccc2)n1	-3.47
O=C(O)COCC(=O)Nc1cccnc1	-0.84
COc1cccc2c1OC(CC(C)C)N1N=C(c3ccccc3O)CC21 (configuration not stated)	8.32*
Nc1nc(-c2ccccc2)c(Br)c(=O)[nH]1	0.71
O=C(CN1C(=O)c2cccc3cccc1c23)N1CCN(Cc2ccc3c(c2)OCO3)CC1	-0.07
COc1ccc(/C(O)=C2\C(=O)C(=O)N(CCCn3ccnc3)C2c2ccc(N(C)C)cc2)cc1 (configuration not stated)	-0.28
CCOC(=O)Nc1ccc(S(=O)(=O)Nc2cc(C)nc(C)n2)cc1	1.63
CCCn1c2ccc(F)cc2c2nnc(SCCN3CCCCC3)nc21	-1.35
CCCCNc1nc2c(c(=O)n(C)c(=O)n2C)n1Cc1ccc(Br)cc1	1.92
O=[N+]([O-])c1ccc(Oc2cc(S(=O)(=O)c3ccccc3)ccc2[N+](=O)[O-])nc1	-0.4
CC(=O)Nc1nc2ccc(NC(=O)c3c([N+](=O)[O-])cnn3C)cc2s1	1.08
CCOC(=O)Cc1cc(=O)n2[nH]c(C(F)(F)F)nc2n1	1.41
CC1(C)CC(=O)C(C(C2=C(O)CC(C)(C)CC2=O)c2cccc(O)c2O)C(=O)C1 (configuration not stated)	4.26*
COC(=O)c1cc(-c2cccnc2)no1	0.54
CN(C)c1nc(OCCOC(=O)c2ccccc2)nc(N(C)C)n1	-0.46
CCCc1nn(C)cc1C(=O)NCC(=O)OCC	4.76*
O=C(CSc1ccc(OC(F)(F)F)cc1)NCc1ccc2c(c1)OCO2	-0.48

(more compounds)
SMILES	Dicer processing
Cc1nnc(N2C(=O)c3oc4ccccc4c(=O)c3C2c2ccc(C(C)C)cc2)s1 (configuration not stated)	-1.59
C/C(=C\C(=O)NCc1ccccc1)C(=O)O	-0.49
CCCOC(=O)C1=C(C)NC2=C(C(=O)CCC2)C1c1ccc(O)c(OCC)c1 (configuration not stated)	-0.72
Cc1ccc(S(C)(=O)=NC(=O)c2cc(C(F)(F)F)cc(C(F)(F)F)c2)cc1 (configuration not stated)	-1.8
O=C1CSC(c2ccc(Cl)c(Cl)c2)N1c1ccc(F)cc1 (configuration not stated)	-0.36
COc1ccc(OCc2c(C#N)c3ccccc3n2C)cc1	0.02
Cc1ccc(N2CC(O)=C(c3nc4ccccc4s3)C2=N)cc1	0.48
Cc1cc(C(F)(F)F)nc2c(Cl)c(C3CC3)nn12	21.1
CCOC(=O)C(N)C(=O)OCC	0.79
CNC(=S)N/N=C1\CCOc2ccc3ccccc3c21	-0.32

The last 5 compounds of the section above are carried over, then new ones follow:
SMILES	Dicer processing
COc1ccc(OCc2c(C#N)c3ccccc3n2C)cc1	0.02
Cc1ccc(N2CC(O)=C(c3nc4ccccc4s3)C2=N)cc1	0.48
Cc1cc(C(F)(F)F)nc2c(Cl)c(C3CC3)nn12	21.1
CCOC(=O)C(N)C(=O)OCC	0.79
CNC(=S)N/N=C1\CCOc2ccc3ccccc3c21	-0.32
COc1ccc(Nc2nc3ccccc3c(=O)s2)cc1	1.95
OC1CCCCC1NCCNc1nccc(C(F)(F)F)n1 (configuration not stated)	-0.25
Nc1n[nH]c2c1CSc1ccc(Cl)cc1-2	-4.16
COc1ccc(Br)cc1S(=O)(=O)n1ccnc1C(C)C	0.28
N#Cc1ccc(C2NC(=O)c3ccccc3N2)cc1 (configuration not stated)	-1.5
O=C(Nc1ccc(Cl)cc1)c1ccc2snnc2c1	-0.71
COc1ccc(C2C(=O)c3ccccc3C2=O)c(OC)c1	0.39
O=C(NNc1cc(C(F)(F)F)ccc1Cl)NC(=O)c1ccccc1Cl	-0.32
Cc1ccc2c(C)nc(Nc3nc4ccccc4c(=O)[nH]3)nc2c1	0.23&1.66
Cc1ccc2oc3c(c(=O)c2c1)C(c1ccccc1F)N(Cc1ccc2c(c1)OCO2)C3=O (configuration not stated)	0.29
CCN(Cc1ccccc1)c1nc2c(c(=O)n(C)c(=O)n2C)n1CCO	-1.62
CCOC(=O)C1(C#N)C(c2ccc(OC)cc2)C(c2cccs2)=NN1c1ccc([N+](=O)[O-])cc1 (configuration not stated)	-0.09
NC(=O)c1c2ccccc2nc2ccccc12	-0.57
Fc1ccc(C2Sc3ccccc3N=C3c4ccccc4CC32)cc1 (configuration not stated)	-5.66
COc1ccc(C2NC(=O)c3c(sc4c3CCCC4)N2)c(OC)c1 (configuration not stated)	0.92
CC1(C)CC(=O)c2cnc(NC(=O)CSc3nc4ccccc4s3)nc2C1	1.38
CCOC(=O)c1cnc2c(c(C)nn2C)c1Sc1nnc(SC)s1	0.15
O=C(O)C1C2C=CC(C2)C1C(=O)N1CCN(CCO)CC1 (configuration not stated)	3.56*
O=C(CSc1nnc2c(n1)-c1cccc3cccc-2c13)Nc1ccc(Cl)cn1	-0.87
O=S(=O)(c1ccc(Br)cc1)N1CCN(C/C=C/c2ccccc2)CC1	-0.37
Cc1ccc(S(=O)(=O)Oc2c(Cl)cc(C(C)(C)C)cc2Br)cc1	-1.05
Cc1ccc(C(=O)CSc2n[nH]c(-c3ccncc3)n2)cc1C	0.58
COc1ccc(NC(=O)CCCSc2nc(-c3ccco3)cc(C(F)(F)F)n2)cc1	0.66
COC(=O)c1sc(N2C(=O)C(O)=C(C(=O)c3cccs3)C2c2ccc(OC)cc2)nc1C (configuration not stated)	1.7
Cn1[nH]c(Nc2ccccc2Cl)c(N=Nc2ccccc2)c1=O	-0.91
Cn1nnnc1SCCNCc1cccc(OCc2ccc(F)cc2)c1	1.15
CSc1scc2c1-c1nc(SCC(=O)C(C)(C)C)ncc1CC2	-1.72
CCCc1cnc(N2CCSCC2)nc1	-1.63
Brc1ccc(-c2nc3ccccn3c2Sc2ccccc2)cc1	-0.62
Cc1nc2nc(C)c(CCC(C)C)c(=O)n2[nH]1	-0.5
COc1cccc(C2c3c(oc4ccc(F)cc4c3=O)C(=O)N2Cc2ccc3c(c2)OCO3)c1 (configuration not stated)	1.09
Cc1cc(C)c(-n2c(SCc3cc(=O)oc4cc(O)ccc34)n[nH]c2=O)c(C)c1	0.6
COc1cc2c(cc1OC)C(C(C)C)=NC(C)(C)C2	0.71
O=C(Nc1ccccc1)c1cc2sccc2s1	0.23
ONC(=Nc1cccc(Cl)c1)c1ccccc1	0.78
COC(=O)c1sccc1N(C)S(C)(=O)=O	-1.51
Nc1ncnc(Nc2ccc(Oc3ccc(Cl)cc3)cc2)n1	-0.35
N#C/C(=C\Nc1ccccn1)C(=O)C1CC1	-4.13
O=S(=O)(NCc1ccccn1)c1cccc2ccccc12	-0.32
CC(C)(C)c1ccc(NC(=O)NC2Cc3ccccc3C2)cc1	0.36
COc1ccc(C(=O)COc2cc(=O)oc3ccccc23)cc1	10.4
CCCc1c(C)c(C#N)c2nc3ccccc3n2c1NCc1cccnc1	-1.57
Cc1cc(NC(=O)c2cccs2)c([N+](=O)[O-])cc1C	-0.87
O=C(Nc1ccccc1)NC1Cc2ccccc2C1	-0.46
Cc1ccc(C)c(S(=O)(=O)N2CCN(S(=O)(=O)c3cc(C)ccc3C)C(C)C2)c1 (configuration not stated)	0.56
Cc1c(C)c(C)c(C(=O)c2ccccc2C(=O)O)c(C)c1C	1.7
O=S(=O)(Oc1ccc(F)cc1F)c1cccc(S(=O)(=O)Oc2ccc(F)cc2F)c1	-1.86
O=C(O)CSC1(SCC(=O)O)CCCCC1	-0.48
Cc1cccc(C)c1OCC(O)CN1C(=O)NC(C)(C)C1=O (configuration not stated)	-0.53
Cn1c(-c2ccc(Br)cc2)cnc1NCc1ccc(F)cc1	3.12*

Grouped by structure, the compounds so far with a furan ring, fused or not (2)
SMILES	Dicer processing
c1ccc(Cc2nnc3sc(-c4ccco4)nn23)cc1	-0.3
COc1ccc(NC(=O)CCCSc2nc(-c3ccco3)cc(C(F)(F)F)n2)cc1	0.66

Next compounds.
SMILES	Dicer processing
Cc1occc(=O)c1OCc1ccc(Cl)cc1	-0.3
CC(=O)Nc1ccc(S(=O)(=O)Nc2nc3ccccc3nc2Nc2ccc(C(=O)O)c(O)c2)cc1	0.16
O=S(=O)(Nc1cccc(CCc2ccccn2)c1)c1ccc(Cl)cc1	-0.15
c1ccc2[nH]c(SCCN3CCOCC3)nc2c1	-0.69
Fc1ccccc1Cc1cn2cc(-c3ccc(Cl)cc3)nc2s1	1.02
Cn1c(=O)c2cc3ccc(Cl)cc3nc2n(C)c1=O	0.18
COc1ccc(C2C3CCc4ccccc4C3=NN2C(=S)NCc2ccccc2)cc1 (configuration not stated)	-2.25
COc1cc2c(cc1OC)C(c1cccc(Cl)c1)NCC2 (configuration not stated)	-0.82
Cn1c(=O)c2c(O)c(C=Nc3cccc(Cl)c3Cl)c(=O)n(C)c2n(C)c1=O	-0.94
Cc1cc(C)c(S(=O)(=O)Nc2cccc(-c3cn4ccccc4n3)c2)c(C)c1	3.72*
Cc1c(Cl)cccc1NC(=O)N1CCC(O)CC1	0.23
O=C(Cn1nc(C(F)(F)F)c2c1CCC2)NC1CCCC1	-0.12
COc1ccc(/C(O)=C2\C(=O)C(=O)N(CCCn3ccnc3)C2c2ccc(OC)cc2)cc1 (configuration not stated)	2.82
O=C(NC1CCCCC1)SCc1ccccc1	2.28
O=C1CSCN1c1ccc(C(F)(F)F)cc1	1.91
N#Cc1c(-c2ccccc2Cl)c2c([nH]c1=O)-c1ccccc1CC2	-0.58
Cc1nnc2n1NC(c1ccc(F)cc1)C(C(=O)NCc1ccco1)S2 (configuration not stated)	-1
O=C(Nc1nccs1)Oc1ccccc1	-0.05
O=[N+]([O-])c1ccc(CSc2cc(-c3ccccc3)nc3ncnn23)cc1	-1.79
C#CCOC(=O)Nc1cnc(Oc2c(Cl)cccc2Cl)c(C(F)(F)F)c1	-0.29
Oc1ccccc1C=NCCCN=Cc1ccccc1O	4.14*
N#Cc1c(OCC(F)(F)F)ccc(Br)c1OCC(F)(F)F	1.18
NC(=O)CN1C(=O)/C(=C\c2ccc(OCc3ccccc3)cc2)N=C1c1ccccc1	1.77

Copied from the list.
Dicer processing result of `O=C1CSCN1c1ccc(C(F)(F)F)cc1` stands at 1.91
Dicer processing result of `O=[N+]([O-])c1ccc(CSc2cc(-c3ccccc3)nc3ncnn23)cc1` stands at -1.79
